proKLK7 act: proKLK7 zymogen activators, primary screen, biochemical, fluorescence intensity. purified proKLK7, EDANS-DABCYL substrate fluorescence; 100% is mature enzyme control, 0% vehicle. Kallikrein-7 (Homo sapiens), P49862. activation, % at 7 µM. 370,000 compounds, 0.9% hits;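 active means activation above the mean of all tested compounds plus 3 SD, computed per campaign excluding outliers beyond control limits, cut at about 13% in these data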
Target sequence (P49862 whole entry, looked up): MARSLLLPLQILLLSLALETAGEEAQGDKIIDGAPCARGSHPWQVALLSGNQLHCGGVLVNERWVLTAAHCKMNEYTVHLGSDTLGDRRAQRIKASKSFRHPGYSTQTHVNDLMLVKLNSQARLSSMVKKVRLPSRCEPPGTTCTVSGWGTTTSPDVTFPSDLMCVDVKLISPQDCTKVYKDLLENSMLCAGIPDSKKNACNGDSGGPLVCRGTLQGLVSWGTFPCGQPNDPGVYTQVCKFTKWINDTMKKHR
ARFGAP1 inh: inhibitors of rat ARFGAP1 GAP activity, primary screen, biochemical, fluorescence polarization, GDP tracer; Arfgap1-stimulated ARF1 GTP hydrolysis, GDP FP detection; 360,000 compounds, 0.26% hits; ADP-ribosylation factor GTPase-activating protein 1 (Rattus norvegicus), Q62848; inhibition, % at 16.5 µM;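 active means inhibition above a per-plate limit, mean inhibition of low control wells plus 3 SD, cut at about 25% in these data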;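 further: 0% = DMSO wells with enzyme and 100% = wells lacking Arfgap1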
Target sequence (Q62848 1-136 limits assumed): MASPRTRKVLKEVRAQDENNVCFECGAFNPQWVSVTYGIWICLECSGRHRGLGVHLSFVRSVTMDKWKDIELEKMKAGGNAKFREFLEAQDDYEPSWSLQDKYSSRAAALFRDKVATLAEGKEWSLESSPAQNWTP
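Material: rat Arfgap1 GAP domain (His6, aa 1-136), purified enzyme. Also added: human ARF1(Δ1-17)-GTP substrate. Compound dosing: 16.5 µM single point, 1.26% DMSO. Timing: enzyme reaction 120 min at 25 °C after 20 min preincubation. Signal: GDP detection by fluorescence polarization. Read-out basis: percent inhibition of GAP-stimulated GDP formation, scaled between DMSO and no-Arfgap1 medians.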
PLC-gamma1 inh: PLC-gamma1 enzyme inhibitors, primary screen, biochemical, fluorescence, purified enzyme | 370,000 compounds, 0.84% hits | inhibition, % at 12.2 µM | fluorogenic substrate | AID 720700, 2013; in the data active means inhibition above about 9.5%
DDE Tn6 FP inh: inhibitors of Tn6 peptide binding to fibrin DD(E), primary screen, biochemical, fluorescence polarization, human fibrin, Tn6 probe; Fibrin DD(E) TRITC-Tn6 fluorescence polarization displacement; inhibition, % at 8.3 µM; 370,000 compounds, 0.21% hits; AID 720509, 2013;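 active means inhibition above a per-campaign cutoff: mean of compounds within control limits plus 3 SD, cut at about 15% in these data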;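 further: 0% = median of all compound wells on the plate and 100% = blocking peptide control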
MBD2 inh: inhibitors of MBD2 binding to methylated DNA, primary screen, biochemical, TR-FRET, DNA-binding domain, human | MBD2 binding to methylated oligonucleotide | inhibition, % at 4.4 µM | 370,000 compounds, 0.31% hits; in the data active means inhibition above about 13%
ADAM17 inh: ADAM17 inhibitors, primary screen, biochemical, QFRET | Disintegrin and metalloproteinase domain-containing protein 17 (Homo sapiens), P78536 | 370,000 compounds, 0.83% hits | AID 720648, 2013 | inhibition, % at 6.95 µM | recombinant ADAM17, EDANS/DABCYL FRET peptide cleavage;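 active means inhibition above the mean of compounds lying between control limits plus 3 SD, set per campaign, cut at about 8.5% in these data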;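 further: 0% = DMSO-only wells as the low control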
PLCb3 inh: human PLC-beta3 inhibitors, primary screen, biochemical, fluorescence. 1-phosphatidylinositol 4,5-bisphosphate phosphodiesterase beta-3 (Homo sapiens), Q01970. inhibition, % at 12.2 µM. 370,000 compounds, 0.18% hits. Purified PLC-beta3, fluorogenic substrate; in the data active means inhibition above about 11%;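 further: 0% = median of compound wells on plate and 100% = full blocker control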
UHRF1 MBD2 ctr: UHRF1 methylated DNA binding inhibitors, primary screen, counter-screen for MBD2 inhibitor project, biochemical, TR-FRET, human UHRF1, single concentration; UHRF1 binding to methylated oligo; inhibition, % at 4.4 µM; 370,000 compounds, 0.75% hits; AID 687016, 2013; in the data active means inhibition above about 21%;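 further: UHRF1 SRA domain binding a hemimethylated CpG hairpin DNA probe; 0% = median of test compound wells and 100% = reference inhibitor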
DDE Tn7 FP inh: inhibitors of Tn7 peptide binding to fibrin DD(E), primary screen, biochemical, fluorescence polarization, human fibrin, Tn7 probe | Fibrinogen beta chain (Homo sapiens), P02675 | FP displacement of FITC-Tn7 peptide from fibrin DD(E); 0% = median of compound wells per plate | inhibition, % at 8.3 µM | 370,000 compounds, 0.13% hits;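 active means inhibition above the mean of compounds falling within the control limits plus 3 SD of them, cut at about 14% in these data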;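 further: 0% = plate median of compound wells and 100% = 10 µM Aha-Tn7 peptide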
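Measure: % inhibition scaled between sample-field median and high-control FP; Test system: human fibrin DD(E); Quantity: 2 µM final DD(E) protein; Doses: one dose, 8.3 µM nominal; Schedule: compound with protein 10 min, then 3 h after probe, room temperature; Detection: fluorescence polarization; Medium: Tris buffer with calcium and detergent, pH 7.8.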
ASAP1 GAP inh: inhibitors of human ASAP1 ArfGAP activity, primary screen, biochemical, fluorescence polarization; inhibition, % at 16.5 µM; ASAP1-stimulated ARF1 GTP hydrolysis, GDP FP detection; 360,000 compounds, 0.19% hits; Arf-GAP with SH3 domain, ANK repeat and PH domain-containing protein 1 (Homo sapiens), …; in the data active means inhibition above about 25%;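 further: 0% = vehicle with enzyme and substrate and 100% = no enzyme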
Target sequence (Q9ULH1 325-724 limits assumed): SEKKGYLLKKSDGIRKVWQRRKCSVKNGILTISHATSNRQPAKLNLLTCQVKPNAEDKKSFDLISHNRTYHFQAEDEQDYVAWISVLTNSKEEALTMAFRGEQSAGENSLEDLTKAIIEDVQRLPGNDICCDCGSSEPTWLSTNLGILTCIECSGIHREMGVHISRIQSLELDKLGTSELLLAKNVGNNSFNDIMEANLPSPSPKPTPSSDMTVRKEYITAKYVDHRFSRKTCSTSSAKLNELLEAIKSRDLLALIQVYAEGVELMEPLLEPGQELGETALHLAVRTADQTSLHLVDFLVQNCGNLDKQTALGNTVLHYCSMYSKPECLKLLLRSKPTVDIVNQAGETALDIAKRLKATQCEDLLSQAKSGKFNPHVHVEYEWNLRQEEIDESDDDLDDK
An asterisk follows results filed as active.

Results for Cc1ccc(C)c(C(=O)COc2ccc(C)nc2[N+](=O)[O-])c1 ?
proKLK7 act: 0.7; ARFGAP1 inh: 2; PLC-gamma1 inh: -10; DDE Tn6 FP inh: 4; MBD2 inh: -3; ADAM17 inh: 3; PLCb3 inh: -11; UHRF1 MBD2 ctr: -7; DDE Tn7 FP inh: -6; ASAP1 GAP inh: 2

What do the screens show for `Cc1c(C(=O)N2C[C@@H](C)O[C@@H](C)C2)oc2c(F)cccc12`?
proKLK7 act: 0.1; ARFGAP1 inh: 1; PLC-gamma1 inh: 0; DDE Tn6 FP inh: 3; MBD2 inh: 3; ADAM17 inh: -3; PLCb3 inh: -2; UHRF1 MBD2 ctr: -1; DDE Tn7 FP inh: 6; ASAP1 GAP inh: 9

What do the screens show for `O=C(NNc1cccc(Cl)n1)c1ccc(Cl)cc1Cl`?
proKLK7 act: 0.6; ARFGAP1 inh: -8; PLC-gamma1 inh: 3; DDE Tn6 FP inh: 7; MBD2 inh: -5; ADAM17 inh: -1; PLCb3 inh: 0; UHRF1 MBD2 ctr: -3; DDE Tn7 FP inh: 1; ASAP1 GAP inh: -4

Results for COc1ccc(COC(=O)CCc2c[nH]c3ccccc23)cc1F ?
proKLK7 act: 0.1; ARFGAP1 inh: 11; PLC-gamma1 inh: -2; DDE Tn6 FP inh: 1; MBD2 inh: 3; ADAM17 inh: 3; PLCb3 inh: -8; UHRF1 MBD2 ctr: 0; DDE Tn7 FP inh: 0; ASAP1 GAP inh: 9

How did c1ccc2c(c1)nc(N1CCCCCC1)c1nncn12 do in these assays?
proKLK7 act: 0.6; ARFGAP1 inh: -1; PLC-gamma1 inh: -11; DDE Tn6 FP inh: 5; MBD2 inh: 2; ADAM17 inh: -2; PLCb3 inh: -15; UHRF1 MBD2 ctr: -2; DDE Tn7 FP inh: 2; ASAP1 GAP inh: 1

How did COc1ccc(CC(=O)N(Cc2ccccc2)c2ccc(C)cc2)cc1S(=O)(=O)N1CCOCC1 do in these assays?
proKLK7 act: -0.1; ARFGAP1 inh: 19; PLC-gamma1 inh: -10; DDE Tn6 FP inh: -1; MBD2 inh: 2; ADAM17 inh: -1; PLCb3 inh: -14; UHRF1 MBD2 ctr: 6; DDE Tn7 FP inh: -2; ASAP1 GAP inh: 2

Results for Cc1cc(C(=O)N2CCC(C)CC2)on1 ?
proKLK7 act: 0.2; ARFGAP1 inh: 0; PLC-gamma1 inh: 0; DDE Tn6 FP inh: -2; MBD2 inh: -1; ADAM17 inh: -4; PLCb3 inh: -4; UHRF1 MBD2 ctr: 5; DDE Tn7 FP inh: -2; ASAP1 GAP inh: -1

What do the screens show for `O=C1OCCC1=COCCCCCOC=C1CCOC1=O`?
proKLK7 act: -0.2; ARFGAP1 inh: 11; PLC-gamma1 inh: 4; DDE Tn6 FP inh: -6; MBD2 inh: 4; ADAM17 inh: -3; PLCb3 inh: -2; UHRF1 MBD2 ctr: 0; DDE Tn7 FP inh: -4; ASAP1 GAP inh: 3

Results for Cc1ccccc1Sc1c(C#N)c(-c2ccccc2)nn1C ?
proKLK7 act: -0.3; ARFGAP1 inh: 3; PLC-gamma1 inh: 1; DDE Tn6 FP inh: 5; MBD2 inh: -4; ADAM17 inh: 4; PLCb3 inh: 2; UHRF1 MBD2 ctr: -4; DDE Tn7 FP inh: 2; ASAP1 GAP inh: 4

How did O=C(OCc1ccc(Cl)c(Cl)c1)c1ccc[nH]1 do in these assays?
proKLK7 act: -0.2; ARFGAP1 inh: 6; PLC-gamma1 inh: -3; DDE Tn6 FP inh: 3; MBD2 inh: 0; ADAM17 inh: 4; PLCb3 inh: -9; UHRF1 MBD2 ctr: -2; DDE Tn7 FP inh: 1; ASAP1 GAP inh: 5

Results for COc1ccc(S(=O)(=O)N2CCC[C@H]2C(=O)N2CCC[C@H]2C(=O)N[C@H](C)c2ccccc2)cc1C ?
proKLK7 act: 0.2; ARFGAP1 inh: 3; PLC-gamma1 inh: 2; DDE Tn6 FP inh: 7; MBD2 inh: -10; ADAM17 inh: 0; PLCb3 inh: 2; UHRF1 MBD2 ctr: -2; DDE Tn7 FP inh: 2; ASAP1 GAP inh: 1

How did Cc1cc(Cl)c(S(=O)(=O)NCCC(=O)O)cc1OCC(N)=O do in these assays?
proKLK7 act: -0.6; ARFGAP1 inh: -1; PLC-gamma1 inh: -1; DDE Tn6 FP inh: -4; MBD2 inh: -4; ADAM17 inh: -3; PLCb3 inh: -1; UHRF1 MBD2 ctr: -1; DDE Tn7 FP inh: -4; ASAP1 GAP inh: -10

Results for COc1ccc(CNC(=O)C(=O)NCc2cccnc2)cc1 ?
proKLK7 act: -0.5; ARFGAP1 inh: -8; PLC-gamma1 inh: 1; DDE Tn6 FP inh: 0; MBD2 inh: -1; ADAM17 inh: -2; PLCb3 inh: 0; UHRF1 MBD2 ctr: -1; DDE Tn7 FP inh: 3; ASAP1 GAP inh: 12

How did COc1cc(N=C2C(=O)N3CCCc4cccc2c43)cc(OC)c1 do in these assays?
proKLK7 act: -0.6; ARFGAP1 inh: -3; PLC-gamma1 inh: -4; DDE Tn6 FP inh: 2; MBD2 inh: -12; ADAM17 inh: 2; PLCb3 inh: -1; UHRF1 MBD2 ctr: -14; DDE Tn7 FP inh: -5; ASAP1 GAP inh: 8

What do the screens show for `CCC(C)NC(=O)CSc1nnc(-c2ccc(Cl)cc2)n1N` (configuration not stated)?
proKLK7 act: -0.2; ARFGAP1 inh: -3; PLC-gamma1 inh: -1; DDE Tn6 FP inh: 0; MBD2 inh: 0; ADAM17 inh: -7; PLCb3 inh: -2; UHRF1 MBD2 ctr: 2; DDE Tn7 FP inh: 3; ASAP1 GAP inh: 6

Results for CCOc1cc(C(=O)NC2CC(C)(C)NC(C)(C)C2)cc(OCC)c1OCC ?
proKLK7 act: 0.0; ARFGAP1 inh: -5; PLC-gamma1 inh: 0; DDE Tn6 FP inh: 9; MBD2 inh: 3; ADAM17 inh: -1; PLCb3 inh: -2; UHRF1 MBD2 ctr: 1; DDE Tn7 FP inh: 0; ASAP1 GAP inh: -6

Results for C[C@H](NC(=O)c1ccccc1)C(=O)Nc1nc(-c2ccccn2)cs1 ?
proKLK7 act: -0.4; ARFGAP1 inh: 3; PLC-gamma1 inh: -1; DDE Tn6 FP inh: -5; MBD2 inh: -1; ADAM17 inh: -3; PLCb3 inh: -9; UHRF1 MBD2 ctr: -2; DDE Tn7 FP inh: 5; ASAP1 GAP inh: 3

What do the screens show for `Cc1nc2ccccn2c1-c1csc(Nc2cccc(O)c2)n1`?
proKLK7 act: 0.0; ARFGAP1 inh: 15; PLC-gamma1 inh: -36; DDE Tn6 FP inh: -3; MBD2 inh: 0; ADAM17 inh: -8; PLCb3 inh: -53; UHRF1 MBD2 ctr: 2; DDE Tn7 FP inh: 1; ASAP1 GAP inh: -12

How did NC(=O)c1ccc(/C(N)=N/S(=O)(=O)c2cc(C(F)(F)F)cc(C(F)(F)F)c2)cc1 do in these assays?
proKLK7 act: 0.1; ARFGAP1 inh: 3; PLC-gamma1 inh: -3; DDE Tn6 FP inh: 7; MBD2 inh: -1; ADAM17 inh: 1; PLCb3 inh: -8; UHRF1 MBD2 ctr: 4; DDE Tn7 FP inh: 0; ASAP1 GAP inh: -7

Results for CC(C)c1ccc(NC(=O)CSc2nc(=O)n(CCN3CCOCC3)c3c2CCC3)cc1 ?
proKLK7 act: 0.2; ARFGAP1 inh: 4; PLC-gamma1 inh: -2; DDE Tn6 FP inh: -7; MBD2 inh: 2; ADAM17 inh: -1; PLCb3 inh: 3; UHRF1 MBD2 ctr: -1; DDE Tn7 FP inh: -2; ASAP1 GAP inh: -6

Results for COCc1c(C(=O)OCC(=O)c2ccc[nH]2)oc2ccccc12 ?
proKLK7 act: -0.3; ARFGAP1 inh: -17; PLC-gamma1 inh: 1; DDE Tn6 FP inh: 5; MBD2 inh: -2; ADAM17 inh: -3; PLCb3 inh: -3; UHRF1 MBD2 ctr: -1; DDE Tn7 FP inh: 0; ASAP1 GAP inh: -5

What do the screens show for `N#C/C(=C/c1ccccc1[N+](=O)[O-])C(=O)NCc1ccco1`?
proKLK7 act: -0.9; ARFGAP1 inh: -9; PLC-gamma1 inh: -10; DDE Tn6 FP inh: 0; MBD2 inh: -2; ADAM17 inh: -5; PLCb3 inh: -10; UHRF1 MBD2 ctr: 0; DDE Tn7 FP inh: 2; ASAP1 GAP inh: -2

Results for Nc1ccc2nc(SCc3ccccc3F)sc2c1 ?
proKLK7 act: 0.6; ARFGAP1 inh: 5; PLC-gamma1 inh: -5; DDE Tn6 FP inh: 9; MBD2 inh: -1; ADAM17 inh: 3; PLCb3 inh: -13; UHRF1 MBD2 ctr: 23*; DDE Tn7 FP inh: -1; ASAP1 GAP inh: 3

What do the screens show for `C=CCNc1nc(Cl)nc(NC2CCCCC2)n1`?
proKLK7 act: 0.0; ARFGAP1 inh: -15; PLC-gamma1 inh: 0; DDE Tn6 FP inh: 4; MBD2 inh: -2; ADAM17 inh: -1; PLCb3 inh: -3; UHRF1 MBD2 ctr: -3; DDE Tn7 FP inh: 3; ASAP1 GAP inh: -16

What do the screens show for `CCc1nnc(NC(=O)CCC(=O)N2CCN(Cc3ccc(OC)c(F)c3)CC2)s1`?
proKLK7 act: -0.3; ARFGAP1 inh: 6; PLC-gamma1 inh: -1; DDE Tn6 FP inh: -8; MBD2 inh: 2; ADAM17 inh: -1; PLCb3 inh: -1; UHRF1 MBD2 ctr: -1; DDE Tn7 FP inh: 0; ASAP1 GAP inh: -6

What do the screens show for `Cc1coc2cc3oc(=O)c(CC(=O)N(C)CC(=O)O)c(C)c3cc12`?
proKLK7 act: 13*; ARFGAP1 inh: -8; PLC-gamma1 inh: -388; DDE Tn6 FP inh: 4; MBD2 inh: -5; ADAM17 inh: -272; PLCb3 inh: inactive; UHRF1 MBD2 ctr: 2; DDE Tn7 FP inh: 7; ASAP1 GAP inh: -5

Screening data from PubChem.
